Compound activity as filed in PubChem BioAssay.
TDP1 block = qHTS Assay for Inhibitors of Tyrosyl-DNA Phosphodiesterase (TDP1); 350,000 tested, 0.28% active; Potency, µM (doses to about 130 µM), without a hit: top-dose activity change, negative = inhibition, most hits filed as inhibitors; Tyrosyl-DNA phosphodiesterase 1 (Homo sapiens), Q9NUW8; recombinant TDP1, AlphaScreen DNA substrate cleavage; further: nearly all actives have a fitted effect of over 40% in size
Target sequence (Q9NUW8 whole entry, looked up): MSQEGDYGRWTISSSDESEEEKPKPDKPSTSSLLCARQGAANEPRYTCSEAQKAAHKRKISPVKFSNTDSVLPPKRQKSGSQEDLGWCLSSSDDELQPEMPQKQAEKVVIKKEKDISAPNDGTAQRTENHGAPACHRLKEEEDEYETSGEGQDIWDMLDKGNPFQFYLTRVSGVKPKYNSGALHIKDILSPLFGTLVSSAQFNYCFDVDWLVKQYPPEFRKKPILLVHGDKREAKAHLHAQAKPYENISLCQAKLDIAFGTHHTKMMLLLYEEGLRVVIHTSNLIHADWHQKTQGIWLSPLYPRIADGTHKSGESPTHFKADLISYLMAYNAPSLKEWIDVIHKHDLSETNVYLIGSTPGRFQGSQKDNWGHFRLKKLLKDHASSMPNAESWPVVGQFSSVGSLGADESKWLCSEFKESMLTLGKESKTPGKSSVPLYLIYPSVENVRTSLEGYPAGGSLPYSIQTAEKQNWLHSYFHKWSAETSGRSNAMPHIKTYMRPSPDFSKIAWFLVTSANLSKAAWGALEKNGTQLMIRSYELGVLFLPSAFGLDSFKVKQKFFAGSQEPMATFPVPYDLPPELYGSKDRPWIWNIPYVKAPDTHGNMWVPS
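Here, a 5' biotin and 3' phosphotyrosine-FITC DNA oligonucleotide reports Tdp1 activity: intact substrate bridges AlphaScreen beads, while cleavage leaves a 3' phosphate and drops signal. All incubations at room temperature.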
FEN1 inhibitor = qHTS Assay for the Inhibitors of Human Flap endonuclease 1 (FEN1); P39748; 390,000 tested, 0.35% active; Potency, µM (doses to about 114 µM), without a hit: top-dose activity change, negative = inhibition, usual class: inhibitors; Recombinant FEN1 flap cleavage, fluorescence, 15 min; further: nearly all actives have a fitted effect of over 65% in size
Target sequence (P39748 whole entry, looked up): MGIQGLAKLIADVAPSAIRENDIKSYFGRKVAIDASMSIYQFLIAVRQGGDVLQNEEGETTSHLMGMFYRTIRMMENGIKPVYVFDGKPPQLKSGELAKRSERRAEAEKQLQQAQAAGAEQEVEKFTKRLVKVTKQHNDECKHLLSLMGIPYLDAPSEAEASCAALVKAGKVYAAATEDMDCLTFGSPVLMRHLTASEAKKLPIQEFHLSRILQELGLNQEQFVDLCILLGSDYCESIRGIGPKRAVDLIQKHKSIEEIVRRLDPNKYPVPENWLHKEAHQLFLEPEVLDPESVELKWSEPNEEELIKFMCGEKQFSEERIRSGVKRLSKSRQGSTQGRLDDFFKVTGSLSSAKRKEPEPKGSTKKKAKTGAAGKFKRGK
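Reaction started by adding substrate (50 nM final) to 10 nM enzyme after 15 min room-temperature compound preincubation. Reads at 0 and 15 min, with data normalized and fitted to a four-parameter Hill equation.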
N370S GC mod = qHTS Assay for Inhibitors and Activators of N370S glucocerebrosidase as a Potential Chaperone Treatment of Gaucher Disease. N370S GC spleen homogenate, 4MU-glucoside fluorescence. 330,000 tested, 0.092% active. Lysosomal acid glucosylceramidase (Homo sapiens), P04062. Potency, µM (doses to about 59.4 µM), inactives show at the top dose activity change, negative = inhibition, actives largely listed as inhibitors;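 further: 0% = full enzyme activity and -100% = no enzyme basal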
Active calls of the source: *; ? = inconclusive; . = not tested or not shown; & = joins results of further samples; [ ] = remark or other dose. The call rests on the fitted dose curve; in most records, active means well fitted curve in the direction sought with a large enough effect; inconclusive means small, poorly fitted or top-dose-only effect, or another doubt; inactive means no such curve, though single readings can be large; an effect the other way counts as inactive or inconclusive. Unless noted, on the % scale 0 is the no-effect control and ±100 the full control effect; potency means the concentration at half of the fitted maximal effect.

SMILES	TDP1 block	FEN1 inhibitor	N370S GC mod
COc1ccc(O)c(C(=O)c2cc(C#N)c(=O)n(CC3CCCO3)c2)c1 (stereo not given)	6%	-9%	-5%
CCN(CC)c1ccc(/C=N/NC(=O)C(O)(c2ccccc2)c2ccccc2)o1	5%	.	-8%
CCN(CC)c1ccc(C(=O)N/N=C(\C)c2ccc(OC)c(OC)c2)cc1	5%	8%	6%
Cc1cc(C)cc(OCC(=O)N2CCC(c3nc4ccccc4s3)CC2)c1	1%	-1%	.
CC1CCCN(CCCNC(=O)c2ccc(NC(=O)C3=CSCCO3)cc2)C1 (stereo not given)	2%	8%	24%
CCC(=O)N(Cc1cc2c(C)ccc(C)c2[nH]c1=O)C1CCCCC1	5%	7%	14%
COCCCNC(=O)COc1ccc(-c2nccc(-c3ccccn3)n2)cc1	5%	-3%	-1%
O=C1CC(N2CCN(Cc3ccc4c(c3)OCO4)CC2)C(=O)N1CCc1ccccc1 (stereo not given)	2%	7%	4%
COc1cc(C(=O)NCC(=O)NNC(=O)C2COc3ccccc3O2)cc(OC)c1OC (stereo not given)	1%	0%	.
COc1ccccc1CC(=O)N(CCC1=CCCCC1)c1c(N)n(Cc2ccccc2)c(=O)[nH]c1=O	6%	6%	-2%
CC(C)n1cnnc1SCC(=O)Nc1ccc(Br)cc1F	1%	17%	-5%
Cc1cc(C)c(NC(=O)Cn2c(=O)nc(-c3ccccc3)c3cc(Cl)ccc32)c(C)c1	6%	0%	.
O=C(Cc1ccccc1)Nn1c(O)c(/C=C2\C=Nc3ccccc32)sc1=S	3%	-5%	-3%
CN(Cc1ccccc1)C1(CNC(=O)CCC(F)(F)F)Cc2ccccc2C1	.	0%	-4%
COc1ccc(CCNC(=O)c2c(C)nn(-c3ccc(F)cc3)c2-n2cccc2)cc1OC	6%	12%	.
CN(c1ccccc1)S(=O)(=O)c1ccc(Cl)c(C(=O)OCC(=O)N2CCOCC2)c1	-1%	-3%	-10%
CCOc1ccc(N2C(=O)c3cccnc3C2Nc2ccc(C)c(C)c2)cc1 (stereo not given)	5%	-18%	1%
COc1ccc(NC(=O)c2cccc(C(=O)Nc3ccc(OC)cc3)n2)cc1	2%	.	-2%
Cc1ccc(C)c(SCC(=O)OCC(=O)N2CC(C)OC(C)C2)c1 (stereo not given)	5%	-6%	-4%
CCC(=O)Nc1nonc1-c1nc2ccccc2n1Cc1ccccc1	-1%	-1%	26%
CCNS(=O)(=O)c1ccc(CCC(=O)Nc2ccccc2)cc1	3%	0%	4%
CN1C(=O)c2ccccc2C(C(=O)NCCCN2CCCC2=O)C1c1c[nH]c2ccccc12 (stereo not given)	-1%	-11%	10%
O=C(Cc1cccs1)N/N=C/C(Br)=C/c1ccccc1	6%	-1%	-28%
Cc1ccc2nc(C)cc(C(=O)OCC(=O)c3ccc(Cl)c([N+](=O)[O-])c3)c2c1	6%	4%	10%
C=CCSc1nnc(-c2cccnc2)o1	5%	-14%	4%
CC(=O)NC(c1cccs1)c1cc(Cl)c2ccccc2c1O (stereo not given)	3%	-14%	.
COc1ccc(N2CCN(CCCNC(=O)c3ccc(CS(=O)(=O)c4ccc(OC)cc4)o3)CC2)cc1	8%	-15%	-1%
COC(=O)CSc1nc2ccc(C)cc2[nH]1	4%	0%	-7%
C=C(C)C(=O)c1ccc(F)cc1	5%	.	6%
C=CCn1c(=O)c2c(nc3n2CC(C)CN3c2cccc(OC)c2)n(C)c1=O (stereo not given)	-2%	17%	-11%
COc1cccc(CNC23CC4CC(CC(C4)C2)C3)c1OCc1ccccc1	3%	-16%	-14%
CCC(=O)N1c2ccc(S(=O)(=O)N3CCCCCC3)cc2CC1C (stereo not given)	5%	-10%	.
CC(NC(=O)COc1ccc(/C=N/NC(=O)C(=O)Nc2ccccc2Br)cc1)c1ccccc1 (stereo not given)	2%	5%	-1%
O=C(NCCS(=O)(=O)c1ccc(Br)cc1)c1ccc(Cl)cc1Cl	1%	13%	1%
COc1ccc(CNC(=O)CC2C[C@H](C(=O)N3CCOCC3)[C@@]3(C)c4[nH]c5ccccc5c4CCN3C2=O)cc1OC (stereo not given in full)	2%	6%	.
CN(CC(=O)Nc1ccc(F)cc1)C(=O)COc1ccc([N+](=O)[O-])cc1Cl	2%	-5%	-3%
COC(=O)[C@]1(C)N[C@H](CN(C)S(=O)(=O)c2ccc(-c3ccccc3)cc2)[C@@H]2C(=O)N(C)C(=O)[C@@H]21	2%	-6%	.
Cn1c(Cn2c(=O)sc3ccccc32)nnc1SCC(=O)N1CCOCC1	3%	-18%	7%
Cc1sc2c(c1C)c(=O)n(-c1ccccc1)c(=O)n2CC(=O)NCC1CCCO1 (stereo not given)	2%	19%	7%
C/C(=N\NC(=S)Nc1cccc(C)c1)c1ccccc1	12%	3%	6%
Cc1oc(-c2ccccc2F)nc1CS(=O)(=O)CC(=O)NCCCN1CCN(C)CC1	2%	17%	5%
O=C1NCCOC(=O)[C@H](Cc2ccc(F)cc2)CC/C=C/C[C@H]1CC(=O)N(CCO)Cc1ccccc1	0%	-10%	.
CCCCc1c(C)nc2c(OC)cccc2c1SCC(=O)O	6%	6%&-17%	-5%
OC(c1nc2ccccc2[nH]1)C(O)c1nc2ccccc2[nH]1 (stereo not given)	.	4%	-4%
CC(C)Oc1ccc(C(=O)Nc2ccc(N3CCN(C(=O)c4ccco4)CC3)cc2)cc1	4%	-2%	-2%
Cc1nnc(SCC(=O)Nn2cnnc2)s1	3%	14%	10%
Cc1ccc(C(=O)OCC(=O)Nc2c(C)n(C)n(-c3ccccc3)c2=O)cc1[N+](=O)[O-]	1%	6%	1%
COc1ccc(NC(=O)CCc2nnc3ccc(N4CCN(c5cccc(OC)c5)CC4)nn23)cc1	.	-12%	-14%
O=C(O)c1cc2cc(Cl)ccc2oc1=O	0%	-11%	-26%
COc1ccccc1NC(=O)CSc1ccc(-c2ccc(-n3ccnc3)cc2)nn1	.	7%	1%
CCn1c(-c2ccccc2SC)n[nH]c1=S	3%	43%[activator]	5%
C=CCNc1nc(C)c(CNc2c(C)cc(C)cc2C)nc1C#N	.	1%	-3%
COc1ccccc1Nc1nc(NCc2ccco2)nc(N)c1[N+](=O)[O-]	2%	8%	1%
COc1ccc(-n2c(/C=C/c3cccc(C(F)(F)F)c3)nc3ccccc3c2=O)cc1Cl	5%	0%	.
CCS(=O)(=O)N1Cc2ccccc2CC1C(=O)Nc1ccc(F)c(F)c1F (stereo not given)	.	11%	-8%
CCNC(=S)NNC(=O)c1cc(C)nc2ccccc12	0%	-5%	0%
CCOc1ccc(CCNC(=O)c2cc(S(=O)(=O)N3CCOCC3)ccc2C)cc1OCC	.	-5%	5%
CC1CCc2nc3ncn(Cc4ccc(Cl)cc4)c(=O)c3cc2C1 (stereo not given)	-1%	9%	.
Cc1nn(Cc2ccccc2)c(C)c1NC(=O)CCCn1nc([N+](=O)[O-])c(Cl)c1C	0%	1%	-6%
Clc1ccccc1/C=N/N1CCN(Cc2ccccc2)CC1	.	-2%	1%
Following part:
SMILES	TDP1 block	FEN1 inhibitor	N370S GC mod
Nc1ccccc1SCC(=O)Nc1ccc2c(c1)OCCO2	.	0%	-3%
O=C(NCC(c1cccs1)N1CCOCC1)c1cc([N+](=O)[O-])ccc1Cl (stereo not given)	3%	-4%	16%
CC(C)(C)NNC(=S)Nc1ccc(S(=O)(=O)N2CCOCC2)cc1	-2%	1%	-18%
CCN(CC)CCOC(=O)c1ccc(NC(=O)c2cn(-c3ccccc3)nc2-c2cccs2)cc1	6%	-13%	-15%
Cc1ccc(OC(C)C(=O)N(Cc2cccs2)C2CCS(=O)(=O)C2)cc1C (stereo not given)	.	3%	2%
CC(O)c1ccc(OCCN(C)c2ccccn2)cc1 (stereo not given)	.	?	-4%
CCn1c(-c2ccccc2Cl)nn(CC(=O)Nc2ccc(OC)cc2)c1=S	3%	-2%	2%
COc1ccc(NC(=O)c2cc(=O)c3cc(C)cc(C)c3o2)cc1	5%	2%	.
O=C(CSc1ccccc1)Nc1ccc(N2CCN(c3ccccc3)CC2)c(F)c1	1%	-1%	3%
Cc1c2cnn(CC(=O)N3CCCCC3)c(=O)c2c(C)n1Cc1ccc(Cl)cc1	-5%	18%	.
COc1ccc(CCNC(=O)C2CCCN2C(=O)Nc2ccccc2)cc1OC (stereo not given)	.	2%	1%
COC(=O)c1ccc(NC(=O)CCN2CCN(CCC(=O)Nc3ccc(C(=O)OC)cc3)CC2)cc1	5%	8%	-9%
O=C1C(Cc2ccccc2)Nc2ncnc(N3CCc4ccccc4C3)c2N1Cc1ccccc1 (stereo not given)	3%	-23%	.
CC(=O)N=c1sc2nc3ccccc3nc2n1N(C(C)=O)C(C)=O	2%	79µM*	-10%
C=CCN(C(=O)CCC(=O)Nc1cc(C)on1)C(C(=O)NC1CCCC1)c1ccc(Cl)cc1 (stereo not given)	19%	-5%	0%
O=C(/C=C/c1cccc(Cl)c1)NNC(=O)c1ccncc1	2%	-15%	.
Cc1cc(C(=O)OCC(=O)N2CC(C)OC(C)C2)c(C)n1-c1ccccc1 (stereo not given)	-1%	-18%	.
CSc1ccc(CNC(=O)C2CCN(c3nc4ccccc4nc3C(F)(F)F)CC2)cc1	3%	-2%	.
Cc1ccc(/C=C/C(=O)O)cc1S(=O)(=O)NCc1ccco1	6%	17%	5%
O=c1[nH]n(-c2ccccn2)c(=O)c2ccccc12	4%	-1%	3%
Cc1cc(C)n(CCNCc2c(C(=O)N3C[C@@H](C)O[C@@H](C)C3)nc3ccc(Cl)cn23)n1	2%	-15%	-4%
Cn1c(SCC(=O)Nc2ccccc2)nc(O)cc1=O	-2%	-16%	7%
O=C(O)CCn1c2ccccc2c2nc3ccccc3nc21	.	-31%	-6%
COc1ccccc1CCC(=O)OCC(=O)Nc1cccc(S(=O)(=O)N2CCOCC2)c1	.	-1%	-30%
Cc1cc(C)nc(SCC(=O)O)n1	1%	8%	10%
CCC(C)(C)NC(=O)c1ccc(S(=O)(=O)N(C)c2ccccc2OC)cc1	4%	-5%	0%
O=C(NCCc1ccc(Cl)cc1)c1cnc2sc(N3CCCC3)nn2c1=O	-1%	-1%	.
COCCNC(=O)C(c1ccc(C)cc1)N(C(=O)CCC(=O)Nc1ccccn1)c1ccccc1C (stereo not given)	2%	-7%	-3%
CC(=O)N1CCc2c(sc3c2c(=O)n(-c2cccc(Cl)c2)c(=O)n3Cc2ccc(F)cc2Cl)C1	-3%	8%	.
CC1C(=O)CC(c2ccc([N+](=O)[O-])cc2)NC1c1ccc([N+](=O)[O-])cc1 (stereo not given)	8%	-2%	-18%
O=C(NCCc1ccc(Cl)cc1)C12CC3CC(CC(O)(C3)C1)C2	3%	-8%	2%
COc1ccc(NCc2cc3cc4c(cc3n(CC(=O)Nc3cccc(F)c3)c2=O)OCO4)cc1	11%	49%[activator]	.
CCc1ccc(CNC(=O)C2CCCN(c3nnc(C)c4c(C)n(-c5ccc(OC)cc5)nc34)C2)cc1 (stereo not given)	3%	15%	.
N#Cc1ccc(CSc2nnc3[nH]c(=O)cc(N)n23)cc1	-3%	1%	22%
CCOC(=O)c1cnc2ccccc2c1NCCO	-3%	-1%	7%
CCOc1ccccc1-n1nnnc1SCC(=O)N1CCCC1=O	1%	0%	.
COC(=O)c1c(NC(=O)c2ccco2)sc(C)c1C	7%	-3%	18%
CC(C(=O)Nc1sc2c(c1C(=O)NCc1ccco1)CCCC2)N1C(=O)c2ccccc2C1=O (stereo not given)	0%	-2%	17%
O=c1[nH]n(-c2ccc(Cl)cc2)c2ncccc12	6%	-6%	4%
CC1CCCCC12NC(=O)N(CC(=O)NCCc1c[nH]c3ccccc13)C2=O (stereo not given)	2%	3%	.
CCOC(=O)N1CCN(C(=O)NC2CCCCC2)CC1	2%	-12%	-10%
